Luc counter = counter-screen: inhibitors of Kinase-Glo firefly luciferase. Q27757. Kinase-Glo luciferase, ATP luminescence, 8 min. Potency, µM (series often up to 38.3 µM), for the others: top-dose activity change, negative = inhibition, actives largely listed as inhibitors. 200,000 compounds, 0.28% hits; also: potency is read from the fitted curve at half-maximal effect; % is scaled to controls: 0 for no effect and ±100 for the full control effect; nearly all actives have a fitted effect of over 60% in size
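Light output from Kinase-Glo luciferase with luciferin and 10 uM ATP in 50 mM imidazole pH 7.2, KCl, MgCl2, Tween 20, BSA; compound pin-delivered, 8-min ambient incubation, then luminescence read.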
HTT aggregate = inhibitors of mutant huntingtin aggregate formation in PC12 cells; PC12 HttQ103-GFP aggregates, Acumen cytometry, 40 h; Potency, µM (titrated, usually from 46.1 µM), for inactives: at the highest dose activity change, negative = inhibition, hits mostly inhibitors; 220,000 compounds, 1.1% hits; also: potency is read from the fitted curve at half-maximal effect; % is scaled to controls: 0 for no effect and ±100 for the full control effect; nearly all actives have a fitted effect of over 60% in size
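Ecdysone-promoter PC12 model expressing HTT exon 1 Q103 fused to GFP, induced by tebufenozide at 100 nM final. Compounds titrated; aggregates sized 1–25 µm scored on a 488 nm laser cytometer.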
SMN2 splice enh = increases expression of the SMN2 splice variant. HEK293 SMN2-luciferase splicing reporter, luminescence, 30-36 h. 210,000 compounds, 2.8% hits. Potency, µM (doses to about 46.1 µM), for inactives: top-dose activity change, positive = activation, most hits filed as activators; also: potency is read from the fitted curve at half-maximal effect; % of control where 0% means no effect; nearly all actives have a fitted effect of over 55% in size
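qHTS luciferase splicing reporter: luminescence rises when SMN2 exon 7 is included in transfected HEK293 cells. Compound exposure lasted 30-36 h at 37C, with 4.5 mM final sodium butyrate as control, followed by a ONE-Glo read.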
CBFb RUNX1 block = CBF-beta/RUNX1 interaction disruption. AlphaScreen CBFb-His/RUNX1-biotin binding, biochemical. Potency, µM (series often up to 59.8 µM), for the others: top-dose activity, negative = inhibition, usual class: inhibitors. 230,000 tested, under 10 active. AID 1477; also: % of control where 0% means no effect
Target sequence (Q01196 whole entry, looked up): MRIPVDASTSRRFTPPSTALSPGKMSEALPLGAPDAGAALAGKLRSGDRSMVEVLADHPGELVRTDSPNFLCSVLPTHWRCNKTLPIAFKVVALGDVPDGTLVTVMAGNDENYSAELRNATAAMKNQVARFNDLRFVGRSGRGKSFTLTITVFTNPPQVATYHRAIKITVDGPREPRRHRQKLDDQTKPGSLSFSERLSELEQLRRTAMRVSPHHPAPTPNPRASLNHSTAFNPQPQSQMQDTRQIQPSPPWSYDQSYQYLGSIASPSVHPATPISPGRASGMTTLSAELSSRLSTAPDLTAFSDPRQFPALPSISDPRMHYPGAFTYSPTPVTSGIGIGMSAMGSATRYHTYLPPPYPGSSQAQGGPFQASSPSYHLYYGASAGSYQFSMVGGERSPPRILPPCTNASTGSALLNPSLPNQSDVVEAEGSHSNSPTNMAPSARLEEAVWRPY
Target sequence (Q13951 whole entry, looked up): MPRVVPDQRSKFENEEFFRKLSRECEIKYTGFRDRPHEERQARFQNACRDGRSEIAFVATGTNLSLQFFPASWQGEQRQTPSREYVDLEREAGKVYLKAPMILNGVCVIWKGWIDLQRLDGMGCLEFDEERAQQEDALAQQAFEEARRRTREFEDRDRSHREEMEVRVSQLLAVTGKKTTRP
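Compounds were screened at multiple concentrations against a preformed CBF-beta(His)/RUNX1(biotin) complex (30 nM of each) for 15 min at room temperature, followed by 90 min with nickel and streptavidin beads and AlphaScreen reading.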
HTT cytoprotect = cytoprotection in Huntington HTT-Q103 PC12 cell model. PC12 HTT-Q103 induced, cytoprotection, ATP luminescence, 40 h. Potency, µM (titrated, usually from 56.4 µM), without a hit: cytoprotection (ATP increase), usual class: activators. 230,000 compounds, 0.14% hits. AID 1471;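 also: potency is read from the fitted curve at half-maximal effect; % of control where 0% means no effect; nearly all actives have a fitted effect of over 45% in size; toxic huntingtin expression switched on by the ecdysone agonist tebufenozide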
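Readout: ATPlite luminescence (ATP level). Model: stable PC12, inducible Htt exon1 Q103-GFP. Inducer: tebufenozide, 100 nM final. Compounds: dose series. No G418 in medium.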
Lamin A splicing = modulators of lamin A splicing; HeLa LMNA splicing GFP/RFP minigene ratio, 48 h; Potency, µM (series often up to 46.1 µM), inactives show at the highest dose ratio change, negative = inhibition, hits mostly inhibitors; 200,000 compounds, 0.01% hits; active = well fitted inhibition curve with a large enough effect in the signal ratio, with a control signal flat, not every such curve was filed as active; inconclusive = small, poorly fitted or top-dose-only effect, or effect the other way, or a change in a side signal; the % refers to the signal ratio; also: potency is read from the fitted curve at half-maximal effect; % is scaled to controls: 0 for no effect and ±100 for the full control effect
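Read-out is the ratio of GFP to DsRed2 object intensity, acquired by 488 nm laser-scanning cytometry on HeLa lamin A-EGFP minigene reporter cells. Compound incubation 48 hrs at 37 °C in Opti-MEM with 2% FBS; DMSO 0.5% final.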
IMPase Li inh = cell-permeable IMPase inhibitors with lithium potentiation; 210,000 compounds, 0.35% hits; AID 1457; Potency, µM (highest dose often 59.4 µM), without a hit: at the highest dose activity, negative = IMPase inhibition, most hits filed as inhibitors; CHO-M1 cells, IP1 TR-FRET (IP-One), carbachol + lithium;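 also: IP1 builds up when IMPase is blocked and the TR-FRET signal falls; potency is read from the fitted curve at half-maximal effect; plate controls were basal vehicle for no effect and high inhibitor control for full effect; nearly all actives have a fitted effect of over 50% in size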
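Steps: plate 2000 CHO-M1 cells per well and culture 16–30 h; add compound and lithium; incubate 30 min, 37C; add d2-IP1 tracer and Eu cryptate anti-IP1 antibody in lysis buffer; read after 10 min at room temperature.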
Active calls of the source: *; u = inconclusive; x = not tested or not shown; & = joins results of further samples; [ ] = dose if it differs, or a comment. Unless noted, calls follow the shape of the dose curve; as a rule, active = well fitted curve in the direction sought with a large enough effect; inconclusive = small, poorly fitted or top-dose-only effect, or another doubt; inactive = no such curve, though single readings can be large; an effect the other way counts as inactive or inconclusive.

item	mol	Luc counter	HTT aggregate	SMN2 splice enh	CBFb RUNX1 block	HTT cytoprotect	Lamin A splicing	IMPase Li inh
1	CCOC(=O)c1ccc(NC(=O)C2CCN(S(=O)(=O)CC)CC2)cc1	1%	-10%	u	8%	-10%	-4%	24%[38.3 µM]
2	COC(=O)c1cn(NC(=O)c2cccc(F)c2)c(=O)c2ccccc12	15%	-11%	24%	-5%	5%[10 µM]	-9%	10%[38.3 µM]
3	O=C(NCC(=O)N(c1ccccc1)C(C(=O)NC1CCCC1)c1cccnc1)c1ccco1 (configuration not stated)	-1%	-21%	-2%	-10%	-21%[1.9 µM]	-3%	0%
4	COc1ccc(NC(=O)/C=C/c2ccc(OC)c(OC)c2)cn1	-3%	12%[9.22 µM]	x	-3%	3%[10 µM]	x	3%
5	CCN(CC(=O)NCc1ccc(Cl)cc1)C(=O)c1ccc(S(=O)(=O)N(C)C)cc1	-1%	12%	u	4%	x	x	-3%
6	O=C(Nc1ccccc1)c1cc(N2CCOCC2)nc2ccccc12	x	-23%	x	16%	0%	0%	x
7	CC(C)CCN1CCN(Cc2ccc(N3CCNC3=O)cc2)CC1CCO (configuration not stated)	5%	-7%[9.22 µM]	x	3%	9%[10 µM]	u	8%
8	Cc1cc(S(=O)(=O)Nc2c(C)ccc3nsnc23)ccc1F	-4%	-1%	u	2%	7%	0%	29%[38.3 µM]
9	O=C(COC(=O)/C=C/C(=O)OCC(=O)Nc1ccccc1F)Nc1ccccc1F	x	12%[9.22 µM]	x	4%	9%[10 µM]	x	x
10	CCOC(=O)Cn1c(=O)oc2cc(S(=O)(=O)N3CCC(N4CCCCC4)CC3)ccc21	14%	7%	-1%	-6%	20%	10%	10%[38.3 µM]
11	COc1ccc(N2CCN(C(=S)Nc3cccc(C)c3)CC2)cc1	-4%	-4%	3%	1%	11%	1%	-21%[38.3 µM]
12	O=C1c2cccnc2C(O)N1Cc1ccccc1 (configuration not stated)	5%	7%	-10%	9%	-12%[10 µM]	-9%	-8%
13	O=C(c1ccco1)N1N=C(c2ccccc2)CC1c1ccc2nccnc2c1 (configuration not stated)	x	23%[9.22 µM]	x	-13%	16%[10 µM]	x	x
14	Cc1nn(C)cc1/C=N/NC(=O)c1ccc2c(c1)OCO2	-9%	6%	-16%	6%	-5%	5%	9%[38.3 µM]
15	Nn1c(SC/C=C/c2ccccc2)nnc1-c1cccnc1	-1%	-21%	20%	-5%	7%[0.074 µM]	11%	28%[38.3 µM]
16	CC(=O)Nc1ccc2oc(C)nc2c1	1%	12%	x	11%	-16%	x	-2%
17	Cc1ccc(CCNC(=O)C2CCN(S(=O)(=O)c3ccc4c(c3)CCC(=O)N4)CC2)cc1	3%	6%	0%	1%	-19%	-15%	-3%
18	Cc1cc(OCC(=O)Nc2ccc(S(=O)(=O)NC3=NCCCCC3)cc2)c(C(C)C)cc1Cl	1%	1%	-12%[1.84 µM]	-1%	12%[10 µM]	u	12%
19	COc1cc(OC)c(C2C(C#N)=C(N)Oc3cc(C)n(CCCN4CCOCC4)c(=O)c32)cc1OC (configuration not stated)	-1%	-2%	-4%	3%	-12%[0.074 µM]	10%	-13%[38.3 µM]
20	CCc1nnc(NC(=O)CN2C(=O)/C(=C/c3cc(OC)c(OC)c(OC)c3)SC2=S)s1	-1%	16%	-35%[inhibitor]	-3%	1%[10 µM]	0%	5%
21	Cc1nc2ccccc2n1/C(=N\S(=O)(=O)c1ccccc1)c1ccccc1	x	-3%	x	-4%	-4%[10 µM]	-3%	x
22	Cc1csc(-c2coc3cc(O)cc(C)c3c2=O)n1	-27%	-4%	u	2%	-12%	u	-2%[38.3 µM]
23	CCCCNS(=O)(=O)c1ccc2nc(-c3cccnc3)cc(C(=O)NCCCOCC)c2c1	-3%	4%	23%	-8%	-22%[10 µM]	2%&4%[46 µM]	11µM*
24	O=C(COC(=O)Cc1ccc(Br)cc1)Nc1c(F)c(F)c(F)c(F)c1F	0%	-14%	12%	6%	10%[10 µM]	3%	-5%
25	CCN1CCc2c(sc(NC(=O)c3ccc(S(=O)(=O)N4CCOCC4)cc3)c2C(N)=O)C1	-2%	-4%	1%	11%	14%	-15%	21%[38.3 µM]
26	C=CCn1c(C)cc(C(=O)CSc2n[nH]c(N)n2)c1C	-1%	3%	u	-9%	-58%[inhibitor]	-1%	5%[38.3 µM]
27	CCN(CC)CCCN(Cc1cc2cc3c(cc2[nH]c1=O)OCO3)C(=O)Nc1ccccc1OC	1%	16%	0%	11%	-7%[10 µM]	-3%	15%[38.3 µM]
28	O=C(Cn1cc2c(n1)CCCC2)NCCCN1CCN(c2ccccc2F)CC1	-1%	13%	9%	3%	2%	4%	10%[38.3 µM]
29	CCOC(=O)C1(Cc2ccc(OC)cc2)CCN(C(=O)c2sc(C)nc2C)CC1	-1%	3%[9.22 µM]	x	3%	18%[10 µM]	-5%[46 µM]	12%
30	O=C(Nc1cccc2ccccc12)c1onc2c1CCCC2	u	-8%	60%	9%	-11%	-12%	25%[38.3 µM]
31	COc1ccc(OCC(O)COc2ccc(C(=O)O)cc2)cc1 (configuration not stated)	-5%	7%	10%	1%	-55%[inhibitor]	10%	5%[38.3 µM]
32	Cc1ccccc1C(=O)N1CCN(c2ccc(NC(=O)c3ccco3)cc2Cl)CC1	1%	13µM*	-94%[inhibitor]	3%	-25%[10 µM]	u	29%[38.3 µM]
33	COc1cc(NC(=O)c2ccc3c(SCC(=O)O)c4c(nc3c2)CCCC4)cc(OC)c1OC	1%	-7%	-3%	-29%	3%	u	-9%
34	Nc1n[nH]c2ccccc12	-1%[7.66 µM]	1%	-1%[9.22 µM]	-27%	-6%&10%[10 µM]	-19%[46 µM]	-7%&1%
35	C=CCC(C#Cc1ccc(C)cc1)N(CC)CC (configuration not stated)	-3%	3%	-2%	-1%	16%	5%	33%[38.3 µM]
36	O=C(NN=C1CCN(Cc2ccccc2)CC1)c1ccccc1	-3%	-19%	6%	-10%	2%[10 µM]	-4%	-4%
37	CC(=O)c1c(C)n(C)c2ccc(OC(=O)c3ccco3)cc12	-2%	-27%	-18%	13%	1%[10 µM]	10%	18%[38.3 µM]
38	NNC(=O)C(=O)Nc1ccc(Cl)c(Cl)c1	x	2%[9.22 µM]	x	11%	12%[10 µM]	x	x
39	N/C(Cc1nc(-c2ccc(Br)cc2)cs1)=N\O	x	-4%	x	-5%	-17%	x	-6%
40	Cc1ccc2cc(CN(Cc3ccco3)S(=O)(=O)c3c(C)ccc4nsnc34)c(=O)[nH]c2c1	16%	-2%	35µM*	-16%	-34%	u	30%[38.3 µM]
41	N#CCCN(CCN1CCCC1)S(=O)(=O)c1ccc(-c2ccc([N+](=O)[O-])cc2)cc1	-3%	x	-55%[inhibitor]	-2%	x	x	15%
42	Cc1ccc(S(=O)(=O)N(Cc2n[nH]c(=S)n2-c2ccccc2)c2cccc(Cl)c2)cc1	1%	18%[9.22 µM]	x	-3%	5%[10 µM]	x	14%
43	CCOCCCNc1nc2c(c(=O)[nH]c(=O)n2C)n1CCCc1ccccc1	-2%	-3%	16%	-4%	-8%[10 µM]	-21%	0%
44	Cc1ccc(S(=O)(=O)N/N=C\c2ccc([N+](=O)[O-])o2)cc1	3%	u	-3%	9%	-9%[10 µM]	-16%	2%
45	N#Cc1cccc(NC(=O)N2CCCC3(CCN(C(=O)c4cccc(F)c4)CC3)C2)c1	-2%	x	-11%	x	-27%	x	13%
46	COc1ccc(-n2nc([N+](=O)[O-])c(=NCc3ccc4c(c3)OCO4)n2O)cc1	-2%	12%	u	-10%	6%[10 µM]	-12%	1%
47	Cc1nn(-c2ccccc2)c(Cl)c1C(=O)NCC(C)C	-3%	-15%	-6%	0%	-21%	-2%	7%[38.3 µM]
48	CN1C(=O)c2ccccc2C(C(=O)O)C1c1cn(C)c2ccccc12 (configuration not stated)	1%	-8%	21%	-3%	8%	34%	-2%[38.3 µM]
49	CCCn1c(Nc2ccccc2C)nc2ccccc21	-2%	-13%	-7%	1%	-3%[1.9 µM]	-8%	13%
50	Cc1nn(C(=O)C(C)N2C(=O)c3ccccc3C2=O)c(C)c1Br (configuration not stated)	-2%	5%	-25%	-2%	0%	5%	7%[38.3 µM]
51	CCc1nc(SCC(=O)N2CCCC2)c2ccccc2n1	-2%	x	3%	8%	18%	-23%	9%[38.3 µM]
52	COc1ccc(NC(=O)CSc2nnc(N)n2CC(=O)Nc2ccc(OC)cc2)cc1	0%	-2%	-14%	10%	-16%	x	-8%

Shown with values under each structure: 8 of the compounds above
Sequence of screens: Luc counter	HTT aggregate	SMN2 splice enh	CBFb RUNX1 block	HTT cytoprotect	Lamin A splicing	IMPase Li inh
42: Cc1ccc(S(=O)(=O)N(Cc2n[nH]c(=S)n2-c2ccccc2)c2cccc(Cl)c2)cc1
    1%	18%[9.22 µM]	x	-3%	5%[10 µM]	x	14%
43: CCOCCCNc1nc2c(c(=O)[nH]c(=O)n2C)n1CCCc1ccccc1
    -2%	-3%	16%	-4%	-8%[10 µM]	-21%	0%
44: Cc1ccc(S(=O)(=O)N/N=C\c2ccc([N+](=O)[O-])o2)cc1
    3%	u	-3%	9%	-9%[10 µM]	-16%	2%
45: N#Cc1cccc(NC(=O)N2CCCC3(CCN(C(=O)c4cccc(F)c4)CC3)C2)c1
    -2%	x	-11%	x	-27%	x	13%
46: COc1ccc(-n2nc([N+](=O)[O-])c(=NCc3ccc4c(c3)OCO4)n2O)cc1
    -2%	12%	u	-10%	6%[10 µM]	-12%	1%
47: Cc1nn(-c2ccccc2)c(Cl)c1C(=O)NCC(C)C
    -3%	-15%	-6%	0%	-21%	-2%	7%[38.3 µM]
48: CN1C(=O)c2ccccc2C(C(=O)O)C1c1cn(C)c2ccccc12 (configuration not stated)
    1%	-8%	21%	-3%	8%	34%	-2%[38.3 µM]
49: CCCn1c(Nc2ccccc2C)nc2ccccc21
    -2%	-13%	-7%	1%	-3%[1.9 µM]	-8%	13%

Compound activity as filed in PubChem.

Rows are unselected. About 4% of those tested had a hit in this group.
